# From PubChem BioAssay
# AmpC inh no detg = qHTS Inhibitors of AmpC Beta-Lactamase (assay without detergent); P00811; AmpC nitrocefin hydrolysis, absorbance 480 nm, 0.0001% Triton; Potency, µM (titrated, usually from 57.1 µM), for inactives: top-dose activity change, negative = inhibition, actives largely listed as inhibitors; 330,000 tested, 0.52% active; AID 485341, 2010;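 note: potency is the fitted concentration of half-maximal effect; plate controls were no compound for no effect and no enzyme for full effect; nearly all actives have a fitted effect of over 20% in size; some results filed as inactive show a strong effect at the top dose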
# Target sequence (P00811 whole entry, looked up): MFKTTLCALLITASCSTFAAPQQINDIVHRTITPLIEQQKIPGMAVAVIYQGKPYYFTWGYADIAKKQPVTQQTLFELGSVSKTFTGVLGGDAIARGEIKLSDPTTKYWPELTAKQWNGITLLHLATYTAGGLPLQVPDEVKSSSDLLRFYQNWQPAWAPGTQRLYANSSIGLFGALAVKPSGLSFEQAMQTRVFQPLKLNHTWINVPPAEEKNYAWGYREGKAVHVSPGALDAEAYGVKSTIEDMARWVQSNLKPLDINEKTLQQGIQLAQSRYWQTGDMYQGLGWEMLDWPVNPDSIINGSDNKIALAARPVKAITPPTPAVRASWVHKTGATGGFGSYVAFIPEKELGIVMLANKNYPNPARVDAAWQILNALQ
#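 AmpC (5.3 nM in the dispensed reagent) in 20 mM phosphate pH 7.0 with 0.01% (detergent screen) or 0.0001% Triton X-100 was preincubated with compounds for 15 min at room temperature. Nitrocefin was then added from an 800 uM solution, and hydrolysis was followed at 480 nm.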
# Pf growth 48h = Primary qHTS for delayed death inhibitors of the malarial parasite plastid, 48 hour incubation; 310,000 tested, 5.9% active; Potency, µM (highest dose often 28.7 µM), inactives show at the highest dose activity change, negative = inhibition, hits mostly inhibitors; P. falciparum luciferase growth in erythrocytes, 48 h; note: potency is the fitted concentration of half-maximal effect; % is set by controls: 0 for no effect and ±100 for the full control effect
#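 Erythrocytes infected with P. falciparum carrying an integrated firefly luciferase reporter (2% hematocrit, 0.1% parasitemia final) were exposed to compounds in RPMI 1640 with 0.5% Albumax at 37 C, 5% CO2. Growth inhibition was scored as reduced luminescence.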
# Tb PYK inh = qHTS of Trypanosoma Brucei Inhibitors | pyruvate kinase (Trypanosoma brucei), Q57TT1 | TbPYK enzyme, Kinase-Glo Plus ATP luminescence, 45 min | 410,000 tested, 0.12% active | Potency, µM (doses to about 76.8 µM), for the others: at the highest dose activity, negative = inhibition, most hits filed as inhibitors; note: potency is the fitted concentration of half-maximal effect; % is set by controls: 0 for no effect and ±100 for the full control effect; nearly all actives have a fitted effect of over 50% in size
#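 Assay buffer: 50 mM TEA pH 7.2, 100 mM KCl, 10 mM MgCl2, 0.05% BSA, 0.01% Tween-20. Pyruvate kinase from T. brucei plus substrate met compound, then ADP (130 uM final). Luminescence was read post 45 min RT.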
# LmPK inh = qHTS Assay for Inhibitors of Leishmania Mexicana Pyruvate Kinase (LmPK); Q27686; purified LmPK, Kinase-Glo ATP luminescence, 1 h; Potency, µM (titrated, usually from 57.5 µM), without a hit: at the highest dose activity change, negative = inhibition, actives largely listed as inhibitors; 290,000 tested, 0.37% active; note: potency is the fitted concentration of half-maximal effect; % is set by controls: 0 for no effect and ±100 for the full control effect
# Target sequence (Q27686 whole entry, looked up): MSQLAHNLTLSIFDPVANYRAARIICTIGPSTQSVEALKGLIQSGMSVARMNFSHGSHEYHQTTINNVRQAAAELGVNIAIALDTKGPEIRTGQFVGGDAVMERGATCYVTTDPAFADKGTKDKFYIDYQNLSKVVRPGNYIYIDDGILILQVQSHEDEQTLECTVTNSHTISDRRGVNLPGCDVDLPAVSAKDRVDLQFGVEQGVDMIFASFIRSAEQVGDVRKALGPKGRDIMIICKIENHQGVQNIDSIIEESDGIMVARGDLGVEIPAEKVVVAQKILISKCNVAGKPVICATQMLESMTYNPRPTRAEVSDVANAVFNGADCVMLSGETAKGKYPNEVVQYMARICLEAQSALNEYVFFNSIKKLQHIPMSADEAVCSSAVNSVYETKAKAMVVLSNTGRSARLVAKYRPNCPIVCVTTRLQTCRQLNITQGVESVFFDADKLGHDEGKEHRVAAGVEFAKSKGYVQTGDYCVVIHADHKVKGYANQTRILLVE
#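 Kinase-Glo luminescence read after 1 h RT reaction of 0.1 nM LmPK with 0.5 mM PEP and 0.1 mM ADP. Activity scaled between uninhibited and enzyme-free controls.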
# Pf growth 96h = Primary qHTS for delayed death inhibitors of the malarial parasite plastid, 96 hour incubation | 320,000 tested, 6.9% active | P. falciparum luciferase reporter growth, 96 h | Potency, µM (titrated, usually from 28.7 µM), inactives show at the highest dose activity change, negative = inhibition, most hits filed as inhibitors; note: potency is the fitted concentration of half-maximal effect; % is set by controls: 0 for no effect and ±100 for the full control effect
#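 Readout is luminescence from an integrated firefly luciferase in P. falciparum. Red cells, 2% hematocrit and 0.05% parasitemia final, were cultured with compound through two parasite generations (96 hours) at 37 C, 5% CO2.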
# CHX counter = Cycloheximide Counterscreen for Small Molecule Inhibitors of Shiga Toxin | 300,000 tested, 12% active | max response, % | cell reporter, cycloheximide protein synthesis inhibition counterscreen; in the data active = max response mostly above about 13%, no sharp cut-off; inactive = mostly below about 14%; note: read at 38.3 µM for the half of the compounds with a filed dose; 0% is about no effect
# Shiga toxin inh = A qHTS for Small Molecule Inhibitors of Shiga Toxin | Vero cells, Shiga toxin protein synthesis inhibition reporter | AID 2315, 2010 | inhibition, % at 38.7 µM | 290,000 tested, 9.2% active; in the data active = inhibition mostly above about 28%, no sharp cut-off; inactive = mostly below about 43%; note: 0% is about no effect
# The depositor's hits bear a star; ? = inconclusive; . = not tested or not shown; & = joins results of further samples; [ ] = dose if it differs, or a comment. Unless noted, calls come from the whole dose curve; as a rule, active = well fitted curve in the direction sought with a large enough effect; inconclusive = small, poorly fitted or top-dose-only effect, or another doubt; inactive = no such curve, though single readings can be large; an effect the other way counts as inactive or inconclusive.
# Start of the listing, in advance:
SMILES,AmpC inh no detg,Pf growth 48h,Tb PYK inh,LmPK inh,Pf growth 96h,CHX counter,Shiga toxin inh
COc1ccc(C(=O)/C=C/C(=O)N(CC(=O)NC2CCCCC2)Cc2ccccc2OC)c(O)c1,18%,9.3µM*,-13%,-2%,?,4,25
Cc1ccc(CN2CCN(Cc3cnc(C)s3)CC2CCO)cc1 (stereo not drawn),-10%,12%,5%,2%,0%,-2,-9
CCCN(CCC)c1nc2c(C)cccn2c(=O)c1/C=C1/SC(=S)N(Cc2ccco2)C1=O,-40%,1.3µM*,3%,-2%,2.1µM*,3,50

# The listing, from the start:
SMILES,AmpC inh no detg,Pf growth 48h,Tb PYK inh,LmPK inh,Pf growth 96h,CHX counter,Shiga toxin inh
COc1ccc(C(=O)/C=C/C(=O)N(CC(=O)NC2CCCCC2)Cc2ccccc2OC)c(O)c1,18%,9.3µM*,-13%,-2%,?,4,25
Cc1ccc(CN2CCN(Cc3cnc(C)s3)CC2CCO)cc1 (stereo not drawn),-10%,12%,5%,2%,0%,-2,-9
CCCN(CCC)c1nc2c(C)cccn2c(=O)c1/C=C1/SC(=S)N(Cc2ccco2)C1=O,-40%,1.3µM*,3%,-2%,2.1µM*,3,50
Cc1occc1-c1nc(-c2ccncc2)no1,-3%,76%[activator],-4%,?,13%,34*,80*
Cc1cccc(-c2noc(CCC(=O)NCc3ccccc3)n2)c1,16%,-5%,-2%,0%,?,5,-8
CCn1cc(C(=O)OCC(=O)c2cc(C)n(-c3ccccc3)c2C)c(=O)c2ccc(C)nc21,7%,17%,-13%,5%,42%[activator],5,2
C=CCn1c(SCC(=O)NC2CCCCC2)nnc1-c1cccnc1,1%,-8%,3%,0%,78%[activator],-1,-7
Cc1c(C(=O)Nc2c(C)n(C)n(-c3ccccc3)c2=O)oc2ccc(Cl)cc12,23%,27%,3%,-10%,?,-1,-10
CCCCn1c(SCC(=O)NCCCOC)nc2c(sc3ccccc32)c1=O,.,.,6%,.,.,-13,-8
Cc1ccc2scc(N3CCN(c4cccc(C(F)(F)F)c4)CC3)c(=O)c2c1,.,.,-5%,.,.,12,16
O=C(CCS(=O)(=O)c1cccc2nonc12)Nc1ccc(Br)cc1,-33%,17%,0%&5%,6%,14%,1,18
CCC[N+]1(CC#CC(O)(c2ccccc2)C2CCCCC2)CCCCC1 (stereo not drawn),57%,1.7µM*,1%,-6%,-22%,1,-4
O=C(Nc1ccc(O)cc1C(=O)O)c1ccc(NC(=O)c2ccco2)cc1,-9%,-2%,6%,.,-23%,.,.
CC1CN(C(=O)c2nn(C)cc2[N+](=O)[O-])CC(C)O1 (stereo not drawn),-18%,10%,-13%,-3%,0%,-3,-38
Cc1cc(C)c(C)c(OCC(=O)NCCN(C)C)c1,10%,17%,1%,0%,97%[activator],-2,-32
CCN(Cc1ccccc1)c1ccc(/C=N/NC(=S)NC(C)C)cc1,-39%,0%,3%,4%,4%,1,-11
CC(=O)Oc1cc(OC(C)=O)c2c(C)cc(=O)oc2c1,-12%,36%[activator],-2%,-6%,0%,-2,-6
CC(=O)c1ccc(N2CCN(S(=O)(=O)c3c(C)[nH]c(C)c3C(=O)N3CCCCC3)CC2)cc1,105%[activator],?,3%,6%,14%,19*,17
O=[N+]([O-])c1ccccc1S(=O)(=O)N1CCN(Cc2ccccc2)CC1,3%,3%,-1%,5%,-5%,0,.
C=CCSc1nnc(NC(=O)Cc2ccc(OC)c(OC)c2)s1,-11%,-7%,-12%,5%,?,-1,-9
CCOC(=O)c1[nH]c(C)c(/C(O)=C2\C(=O)C(=O)N(CCCN(C)C)C2c2cccnc2)c1C (stereo not drawn),-22%,6%,-1%,-1%,-2%[5.75 µM],1,-22
COc1cc(F)c(C2=CC(=O)C[C@H](c3ccc(F)cc3)C2)cc1F,-16%,0%,2%,.,?,.,.
Nc1nn2c(-c3ccccc3)cc(=O)[nH]c2c1N=Nc1ccc(Br)cc1,-20%,-9%,9%,-1%,0%,-2,-3
COc1ccccc1CN1C[C@@H]2C[C@@H](C3=Cc4cccc(OC)c4OC3)N3CCC[C@@]23C1=O,156%[activator],4.7µM*,-1%,4%,15%,-1,2
COc1ccc(-n2c(SCC(=O)Nc3cc(C)on3)nc3c(c2=O)SCC3)cc1OC,-16%,-12%,-22%,-8%,?,-1,2
COc1cc(OC)cc(C(=O)N[C@H](C(=O)N2CCc3ccccc32)C(C)C)c1,36%,?,-1%,1%,?,0,-21
CCC1(c2ccc(F)cc2)NC(=O)N(CC(=O)N(C)C2CCS(=O)(=O)C2)C1=O (stereo not drawn),?,2%,1%,.,5%,.,.
N=c1c2c(n(Cc3cccc(Cl)c3)c3c1CCC3)CCCC2,-2%,0.26µM*,3%,1%,-107%,-3,9
CCCN1CCN(C(=O)Cn2ncc3ccccc32)CC1,-11%,10%,-2%,9%,32%[activator],1,13
O=C(O)c1cc(-c2cccc([N+](=O)[O-])c2)nc2ccccc12,-44%,-14%,-1%,0%,-21%,-1,2
CC(=O)c1cccc(NC(=O)COC(=O)c2ccc3c(c2)OCCO3)c1,-25%,1%,-4%,3%,9%,-4,1
CN1C(=O)N(C)C2(c3ccccc3)Nn3c(s/c(=C/c4ccccc4)c3=O)=NC12c1ccccc1 (stereo not drawn),-10%,.,1%,-2%,11%,-1,-5
COc1ccc(CN2CCN(Cc3ccco3)CC2)cc1,-12%,39%[activator],-4%,-3%,13%,-2,-5
CCCc1cc(NCCCN2CCOCC2)n2c(nc3ccccc32)c1C#N,-8%,-22%,-6%,7%,-20%,-2,-5
Cc1ccccc1C(=O)NCCN=C1NS(=O)(=O)c2ccccc21,-13%,.,1%,6%,-30%,-1,20
CCN(CC)C(=O)CC(c1ccc(OC)cc1)c1c(O)cc(OC)cc1OC (stereo not drawn),16%,?,-3%,2%,-15%,-9&-4,16&-8
Cc1c(NC(=O)CNCc2ccc3c(c2)OCO3)c(=O)n(-c2ccccc2)n1C,-17%,4%,17%,-10%,54%[activator],0,4
CCOc1ccc(CCNC(=O)C2CCN(S(=O)(=O)N3CC(C)CC(C)C3)CC2)cc1OCC (stereo not drawn),20%,-19%,0%,1%,-12%,-5,-1
CSc1ccc(C#N)cc1NC(=O)c1cccnc1Cl,-17%,-2%,-1%,1%,60%[activator],-1,-5
Cn1cccc1/C=N/NC(=O)c1ccccn1,-16%,-86%,-26%,?,200%[activator],31*,84*
O=C(c1ccccn1)c1cc2ccccc2n1S(=O)(=O)c1ccccc1,-30%,-5%,-1%,2%,-2%,26*,43*
COC(=O)c1ccc(NS(=O)(=O)c2cc3c4c(c2)C(C)C(=O)N4CCC3)cc1 (stereo not drawn),-30%,3%,-4%,.,4%,.,.
CCOCC(=O)Nc1ccc(S(=O)(=O)Nc2nccs2)cc1,-4%,-5%,-9%,1%,12µM*,-1,-10
CSc1nc(Cl)c(C#N)c(-c2ccc(C)cc2)n1,-22%,2%,-6%,22%,4%,-5,-22
CC(C)NC(=O)COC(=O)c1cccc(NS(=O)(=O)/C=C/c2ccccc2)c1,-27%,-17%,-20%,2%,19%,-3,-8
CCS(=O)(=O)c1ccc(-c2csc(-c3ccccc3Cl)n2)c(Cl)c1Cl,-4%,?,-1%,2%,?,-3,-3
CC1=CC(=O)C2=C(C)CC(O)C3C(C)C(=O)OC3C12 (stereo not drawn),-2%,-3%,-5%,0%,13µM*,-2,-16
COCCNC(=O)C(c1ccc(C)o1)N(Cc1ccc(OC)cc1)C(=O)Cn1nnc2ccccc21 (stereo not drawn),81%[activator],.,4%,7%,?,0,-15
O=C(NC(=S)Nc1ccc(CN2CCOCC2)cc1)c1ccc2c(c1)OCCO2,172%[activator],-19%,-2%,3%,-19%,31*,88*
CN(CC(=O)N1CCCC1)S(=O)(=O)c1cccc(Cl)c1,-6%,?,3%,-6%,?,5,-5
O=C(NCC1CCCO1)C1CCCN(S(=O)(=O)c2ccc(Cl)cc2)C1 (stereo not drawn),4%,-3%,-5%,9%,-11%,-2,-14
COc1ccc(NC(C)=O)cc1NC(=O)c1cccc(C(F)(F)F)c1,0%,11%,8%,-3%,3%,6,12
O=C(c1cncc(Br)c1)N1CCN(S(=O)(=O)c2ccc(Cl)cc2)CC1,9%,-9%,0%,0%,-5%,-3,-4
COc1ccc(C(=O)Nc2ncc(C)s2)cc1S(=O)(=O)N1CCCC1,-12%,-23%,-1%,0%,55%[5.75 µM],13,49
O=C1CN(C(=O)c2c(F)cccc2F)C(c2ccccc2)c2cc(Br)ccc2N1 (stereo not drawn),7%,?,7%,-8%,-11%,4,-3
CC(=O)NC1=NN(C(C)=O)C2(S1)C(=O)N(C(C)C)c1ccc(C)cc12 (stereo not drawn),0%,?,1%,-1%,?,2,-9
O=C(COc1ccc(Cl)cc1)N(c1ccccc1Cl)C1CN2CCC1CC2 (stereo not drawn),93%[activator],?,-5%,3%,?,-4,-16
Cc1ccc(S(=O)(=O)N2CCC(C(=O)OCC(=O)NCc3ccco3)CC2)cc1C,10%,-12%,1%,.,37%[activator],.,.
Cc1ccc(C2N(C)c3ccccc3-c3nc4ccccc4n32)o1 (stereo not drawn),-34%,.,-7%,14%,3.7µM*,-3,-5
CCC(C)C(=O)Nc1c2c(nc3c1CCC3)CCCC2 (stereo not drawn),-13%,7%,-8%,-1%,.,-1,-26

# Additional results
SMILES,AmpC inh no detg,Pf growth 48h,Tb PYK inh,LmPK inh,Pf growth 96h,CHX counter,Shiga toxin inh
c1coc(-c2nn3c(Cn4nnc5ccccc54)nnc3s2)c1,-16%,2%,-9%,-3%,1%,7,2
COc1cc(OC)c(NS(=O)(=O)c2cc(Br)cnc2N)cc1Cl,-3%,?,-2%,14%,32%[activator],-3,-8
COc1ccc(CC(=O)Nc2ccc(-c3noc(-c4cccc(OC)c4)n3)cc2)cc1,-22%,22%,4%,2%,-18%,1,-2
CN(C)S(=O)(=O)c1cccc(NC(=S)NC(=O)C2CCCCC2)c1,-51%,9%,1%,1%,0%,41*,67*
CC(C)C(=O)Nc1cc(S(=O)(=O)Nc2cccc(Cl)c2)ccc1Cl,-19%,1%,-2%,4%,-12%,-2,1
CCOC(=O)N1CCN(C(=O)Cc2ccc(-n3c(=O)[nH]c4ccccc4c3=O)cc2)CC1,-2%,-15%,-3%,-5%,9.3µM*,-2,-23
COc1ccc2nc(SCc3nc(N)nc(Nc4ccccc4)n3)[nH]c2c1,-41%,?,-4%,-9%,106%[activator],16,32

# Pulled by compound from above:
SMILES,AmpC inh no detg,Pf growth 48h,Tb PYK inh,LmPK inh,Pf growth 96h,CHX counter,Shiga toxin inh
c1coc(-c2nn3c(Cn4nnc5ccccc54)nnc3s2)c1,-16%,2%,-9%,-3%,1%,7,2
COc1cc(OC)c(NS(=O)(=O)c2cc(Br)cnc2N)cc1Cl,-3%,?,-2%,14%,32%[activator],-3,-8
CC(C)C(=O)Nc1cc(S(=O)(=O)Nc2cccc(Cl)c2)ccc1Cl,-19%,1%,-2%,4%,-12%,-2,1
